Kir21 block = inhibitors of mouse Kir2.1 inward-rectifier potassium channel. 310,000 tested, 0.85% active. HEK293-Kir2.1, FluxOR thallium flux fluorescence; hits give low values. AID 1672. P35561. B-score at 10 µM;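 active = fluorescence ratio B-score at or below minus 3 SD of library scores, with starting-brightness B-score within 2 SD, cut at about -4.2 in these data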;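 also: channel flux triggered by added potassium and thallium sulfate stimulus; B-score of peak minus minimum fluorescence over baseline after thallium stimulus; more negative B-score means stronger Kir2.1 block with less thallium influx; some compounds called inactive have numbers as strong as hits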
Target sequence (P35561 whole entry, looked up): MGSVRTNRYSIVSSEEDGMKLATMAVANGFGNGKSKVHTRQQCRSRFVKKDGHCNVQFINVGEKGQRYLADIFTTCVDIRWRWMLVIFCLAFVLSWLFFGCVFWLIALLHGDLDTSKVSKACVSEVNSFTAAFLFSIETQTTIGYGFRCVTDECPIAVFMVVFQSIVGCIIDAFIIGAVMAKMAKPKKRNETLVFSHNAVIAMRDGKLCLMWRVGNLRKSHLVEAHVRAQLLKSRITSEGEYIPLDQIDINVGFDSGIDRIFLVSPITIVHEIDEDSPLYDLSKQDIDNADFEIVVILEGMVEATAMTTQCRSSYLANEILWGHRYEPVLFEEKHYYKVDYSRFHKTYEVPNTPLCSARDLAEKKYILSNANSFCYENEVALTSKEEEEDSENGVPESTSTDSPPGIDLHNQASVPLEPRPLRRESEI
KCNQ2 block = KCNQ2 channel blockers in CHO-K1 cells – cell-based, FluxOR thallium flux, B-score, primary screen (AID 2156). O88943. 20 min; hits give low values. B-score at 10 µM. 310,000 tested, 1.1% active;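 active = fluorescence ratio B-score at most minus 3 library SDs, with starting brightness B-score within 2 library SDs, cut at about -5.5 in these data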
STK33 inh = blocks human STK33 kinase activity; purified STK33, MBP phosphorylation, ADP-Glo luminescence; inhibition, % at 10 µM; 320,000 tested, 0.073% active; AID 2661;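 active = inhibition at or above 25%, using the most active replicate where run in duplicate; inactive = inhibition below 25%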
Target sequence (Q9BYT3 whole entry, looked up): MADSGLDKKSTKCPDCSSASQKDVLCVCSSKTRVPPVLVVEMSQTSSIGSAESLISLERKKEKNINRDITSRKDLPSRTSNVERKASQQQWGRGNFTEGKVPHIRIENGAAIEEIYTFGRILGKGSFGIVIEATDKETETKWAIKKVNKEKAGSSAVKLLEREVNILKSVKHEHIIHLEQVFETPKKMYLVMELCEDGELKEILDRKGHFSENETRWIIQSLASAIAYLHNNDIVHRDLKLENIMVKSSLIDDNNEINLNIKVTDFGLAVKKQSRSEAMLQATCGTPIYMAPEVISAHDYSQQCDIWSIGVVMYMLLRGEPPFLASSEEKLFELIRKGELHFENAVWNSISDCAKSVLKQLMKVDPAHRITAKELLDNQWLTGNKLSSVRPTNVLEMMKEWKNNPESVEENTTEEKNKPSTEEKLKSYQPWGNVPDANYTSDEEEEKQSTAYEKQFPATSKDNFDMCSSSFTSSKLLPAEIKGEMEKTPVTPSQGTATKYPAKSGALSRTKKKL
* = called active by the depositor; i = inactive; · = not tested or not shown.

SMILES	Kir21 block	KCNQ2 block	STK33 inh
CC(=O)N1CCCc2cc(S(=O)(=O)N3CCCC(C(=O)Nc4cccc(F)c4)C3)ccc21 (stereo not given)	-0.12	i	-1.5
CC(=O)c1c(Cl)nc2ccc(Br)cc2c1-c1ccccc1	-0.38	i	-1.2
COc1ccc(Cl)cc1N1C(=O)CC(N2CCc3ccccc32)C1=O (stereo not given)	-1.9	i	-1.2
O=C(CCCN1C(=O)/C(=C/c2ccccc2Cl)SC1=S)NNC(=O)c1ccccc1	-1.3	i	0.4
N#Cc1ccccc1NS(=O)(=O)c1cc2c3c(c1)CCC(=O)N3CCC2	1.1	i	3.3
Cc1ccc(S(=O)(=O)N2CCC(=O)N(C(COCc3cccc(C)c3)Cc3ccccc3)CC2)cc1 (stereo not given)	3.1	-6.5*	-0.7
O=C(CCCn1ncn2c(cc3occc32)c1=O)N1CCc2ccccc2C1	-1.7	i	-1.1
O=C(NCN1CCN(CCO)CC1)c1cnccn1	1	i	-0.1
CCOC(=O)c1ccc(NC(=O)CC2Sc3ncnn3C2=O)cc1 (stereo not given)	-1.8	i	0.3
CCNC(=S)N(CCc1c(C)[nH]c2ccc(C)cc12)Cc1ccco1	-2.9	i	0.6
CN(C(=O)CCS(=O)(=O)c1ccc2c(c1)oc(=O)n2C)C1CCCCC1	2	i	-0.1
Cc1ccc(-n2c(N)c(C(N)=O)sc2=S)c(C)c1	-0.34	i	-0.3
CC(C)COC(=O)c1ccc(N2C(=O)c3ccccc3C2=O)cc1	0.06	i	-1.2
CC(C)n1cnc2cc(NC(=O)c3ccco3)ccc21	0.98	i	3.8
CCC[N+](CC#Cc1ccccc1)(CCC)CC(=O)c1ccc(Cl)cc1	-3.8	i	1.8
O=C(NCCN1CCCCC1)Nc1ccc([N+](=O)[O-])cc1	-0.05	i	-25
O=S(=O)(c1ccc(Br)s1)N1CCN(c2ccnc3cc(Cl)ccc23)CC1	0.27	i	-1.2
COc1ccc(CNC(=O)CN2CCN(c3cccc(C)c3C)CC2)cc1	-1	i	-1.2
O=C(c1ccncc1)N1CCN(C(=O)c2ccco2)CC1	1.5	i	-0.5
CCOc1ccc(C(=O)Nc2ccc(N3CCN(S(C)(=O)=O)CC3)cc2)cc1[N+](=O)[O-]	0.9	i	-1.0
CCOCC(=O)Nc1cccc(SC)c1	1	i	2.4
CCOc1ccc(NC(=O)c2c(NC(=O)CNCCN3CCOCC3)sc3c2CCC3)cc1	-2	i	-0.6
C=C1CCN([C@@H](C)C(=O)OCc2ccc(C)cc2)S(=O)(=O)c2ccccc21	0.72	i	-2.5
COc1ccc(C(=O)Nc2ccccc2C(=O)NCc2ccco2)cc1	0	i	0.0
CC(=O)c1cnn(-c2ccccc2)c1C	0.65	i	-0.9
CCOc1cc(/C=C/C(=O)O)ccc1OCCOc1ccc(F)cc1	-0.86	i	-1.5
COc1cccc(N2CCN(S(=O)(=O)c3ccc(-c4coc(C)n4)cc3)CC2)c1	0.19	i	0.6
Cc1cc(C)nc(SCC(=O)Nc2ncc3c(n2)CC(C)(C)CC3=O)n1	-1.5	i	-0.6
Cn1c(=O)oc2cc(S(=O)(=O)NCc3ccncc3)ccc21	-0.27	i	0.0
COc1cc(C(=O)Nc2ccc([N+](=O)[O-])cn2)cc(OC)c1OC	-0.99	i	0.2

Quoted at random: 3 records from the list
SMILES	Kir21 block	KCNQ2 block	STK33 inh
CCOCC(=O)Nc1cccc(SC)c1	1	i	2.4
CCOc1ccc(NC(=O)c2c(NC(=O)CNCCN3CCOCC3)sc3c2CCC3)cc1	-2	i	-0.6
C=C1CCN([C@@H](C)C(=O)OCc2ccc(C)cc2)S(=O)(=O)c2ccccc21	0.72	i	-2.5

Remaining list, next part
SMILES	Kir21 block	KCNQ2 block	STK33 inh
CCOc1ccc(C(=O)NCC2OCCc3ccccc32)cc1 (stereo not given)	0.49	i	-1.2
COc1cc(-c2nn3c(-c4ccccn4)nnc3s2)cc(OC)c1OC	-0.69	i	·
O=C(NCCOc1nc(N2CCCCC2)nc(N2CCOCC2)n1)Nc1ccccc1	0	i	-2.3
CNC(=S)N1CCc2cc(OC)c(OC)cc2C1COc1ccc(F)cc1 (stereo not given)	-1.2	i	-2.0
Cc1nnsc1C(=O)N1CCN(c2cc(C(F)(F)F)ccn2)CC1	0.11	i	-4.1
COc1ccc(OC)c(C(=O)N2CCC(n3nccc3NC(=O)CC(C)C)CC2)c1	1.8	i	-0.9
CCC1(C(=O)c2ccccc2)C(c2cccc([N+](=O)[O-])c2)C1(C(=O)OC)C(=O)OC (stereo not given)	0.72	i	-1.1
O=c1c2cc3c(cc2[nH]c(=S)n1C1CCN(Cc2ccccc2)CC1)OCO3	0.02	i	-1.1
Cc1ccc(N=Nc2c(C)[nH]n(-c3ccccc3)c2=O)c(C)c1	-0.55	i	0.0
CC(C)[C@@H](N)C(=O)N/N=C/c1ccc2nccnc2c1	-0.6	i	3.5
CCCCOc1ccc(Nc2cc(Cl)ccc2C(=O)O)cn1	2.2	i	0.4
C=CCNC(=O)N1CCC(n2nccc2NC(=O)CCCc2ccccc2)CC1	-1	i	-1.3
Cc1ccc(N(CC2CO2)S(=O)(=O)c2ccc([N+](=O)[O-])cc2)cc1 (stereo not given)	-4.3*	-6.8*	-1.3
CCCC(c1nnnn1CCOC)N(Cc1cc2cc(C)c(C)cc2[nH]c1=O)CC1CCCO1 (stereo not given)	-0.58	i	0.3
COc1ccc(CC(=O)Nc2ccccc2C(=O)NCCc2ccccc2)cc1	-1.3	i	-1.8
O=C(O)c1cc(C2CC2)nn1-c1ccccc1	0.77	i	-0.5
COc1ccc(-n2c(CN3CCN(c4ccccn4)CC3)nc3ccc([N+](=O)[O-])cc3c2=O)c(OC)c1	-0.92	i	-0.7
N#Cc1c(N)nc(SCC(=O)C23CC4CC(CC(C4)C2)C3)c(C#N)c1-c1ccc(Cl)cc1	-0.42	i	-1.1
COc1ccc(C2CC(=O)C(C=NCCO)=C(O)C2)cc1OC (stereo not given)	-0.02	i	-1.2
c1ccc2c(c1)c1c3n2CCNC3CCC1 (stereo not given)	0.58	i	-1.0
C(=N\c1nccs1)/c1cccnc1	-0.05	i	0.4
COc1cccc(CCC(=O)N2CCC(n3nccc3NC(=O)C3CCOC3)CC2)c1 (stereo not given)	0.29	i	-0.8
COc1cc(C(=O)N2CCN(c3ccccc3OC)CC2)c([N+](=O)[O-])cc1OC	-0.47	i	-2.5
CCOC(=O)CNC(=O)c1cn(CC(C)C)c(=O)c2cc(OC)c(OC)cc12	-1.5	i	-1.6
Cc1cc(C)n(-c2nc3c(c(=O)n(C)c(=O)n3C)n2CCO)n1	2.2	i	-1.8
c1cncc(-c2nc3ccccc3o2)c1	-0.17	i	-0.5
COc1ccc(C(=O)CCc2ccccc2)cc1	1.4	i	-0.5
Cc1nn2c(=O)c(NC(=O)c3ccc(Cl)cc3)cnc2s1	-0.53	i	-0.2
CC(=O)C[C@H]1c2ccccc2S(=O)(=O)N1C1CCCCC1	-0.3	i	-1.6
CN(Cc1cn(Cc2ccccc2)nc1-c1ccc2c(c1)OCO2)Cc1nccn1C	0.06	i	-4.1
Cc1nn(C)c(C)c1CN(C)C(=O)C1c2ccccc2Oc2ccccc21	-1	i	-1.6
COc1ccc(NC(=S)N2CCN(c3ncccn3)CC2)cc1	0.45	i	-2.5
Cc1cc(F)ccc1S(=O)(=O)Nc1ccc(O)c(Sc2ncn[nH]2)c1	-1.5	i	1.0
N#CCC(=O)Nc1ccc(C(=O)Nc2cccnc2)cc1	0.11	i	1.0
Oc1ccc2oc3c(c2c1/C=N/n1cnnc1)CCCC3	-0.65	i	5.7
Cc1c(CCOC(=O)CC23CC4CC(CC(C4)C2)C3)sc[n+]1Cc1ccccc1	-1.8	-5.6*	1.0
CCCCN(C(=O)c1ccc2c(c1)OCO2)c1c(N)n(CCCC)c(=O)[nH]c1=O	0.35	i	-0.3
O=C(c1ccccn1)N(Cc1ccco1)C1(C(=O)NC2CCCC2)CCCCC1	0.53	i	-0.8
O=C(COC(=O)c1c2c(nc3ccccc13)/C(=C/c1cccc([N+](=O)[O-])c1)CCC2)NC1CCS(=O)(=O)C1 (stereo not given)	-1.4	i	9.3
S=c1[nH]nc(Cc2cccs2)n1-c1ccccc1	-1.1	i	3.9

Ordered by count of non-hydrogen atoms (low to high): some entries from above
SMILES	Kir21 block	KCNQ2 block	STK33 inh
S=c1[nH]nc(Cc2cccs2)n1-c1ccccc1	-1.1	i	3.9
N#CCC(=O)Nc1ccc(C(=O)Nc2cccnc2)cc1	0.11	i	1.0
Cc1nn(C)c(C)c1CN(C)C(=O)C1c2ccccc2Oc2ccccc21	-1	i	-1.6
CCCCN(C(=O)c1ccc2c(c1)OCO2)c1c(N)n(CCCC)c(=O)[nH]c1=O	0.35	i	-0.3
O=C(COC(=O)c1c2c(nc3ccccc13)/C(=C/c1cccc([N+](=O)[O-])c1)CCC2)NC1CCS(=O)(=O)C1 (stereo not given)	-1.4	i	9.3

Next section.
SMILES	Kir21 block	KCNQ2 block	STK33 inh
Cc1ccc(CSc2nc3c(c(=O)[nH]c(=O)n3C)n2CCC(C)C)cc1	-0.06	i	-0.2
COc1ccccc1N1CCN(C(=O)CNC(=O)c2ccc(Cl)cc2Cl)CC1	0.42	i	-1.1
COc1ccc(-c2cncnc2-c2ccc(OC)cc2O)cc1	-0.96	i	-0.3
CC(C)CC1NC(=O)N(CC(=O)NC2CCCc3ccccc32)C1=O (stereo not given)	-0.06	i	0.2
CCN(CC)S(=O)(=O)c1ccc(N(C)Cc2cccc(OC)c2OC)nc1	-0.67	i	0.3
CCCCC1C2=C(CCCC2=O)OC2=C1C(=O)CCC2	-0.38	i	-1.8
COC(=O)CCC(=O)NNC(=O)c1ccc(Cl)cc1Cl	-0.12	i	-0.3
Cc1ccc(CS(=O)Cc2ccc(C(=O)N3CCOCC3)o2)cc1 (stereo not given)	1	i	0.3
Cc1ccc(Cl)c(OCC(O)CN(CCO)CCO)c1 (stereo not given)	0.96	i	-4.5
NC(=O)c1ccc(-n2c(CCC(=O)O)ccc2-c2cccs2)cc1	0.99	i	0.8
CCc1cc2c(=O)c(-c3nc4ccccc4n3C)coc2c(CN2CCCCC2)c1O	-0.15	i	·
COc1ccc(-n2nc3c(c2NC(=O)c2c(F)cccc2Cl)CS(=O)C3)cc1 (stereo not given)	-0.81	i	0.1
Nc1cc(=O)[nH]c(SCC(=O)Nc2ccc(Oc3ccccc3)cc2)n1	0.82	i	0.6
CCN(CC)C(=O)CSc1nnc(-c2c[nH]c3ccccc23)o1	-0.2	i	-1.5
CCOC(=O)Cc1csc(SCC(=O)Nc2cccc(Cl)c2)n1	1	i	-1.5
CCC(=O)N1CCN(c2ccc(Cl)cc2NC(=O)Cc2ccc(Cl)cc2)CC1	0.26	i	-0.9
Cn1nnnc1SCCNC(=O)C1CCC(=O)N(Cc2ccc(Cl)cc2)C1 (stereo not given)	-0.8	i	-0.9
CS(=O)(=O)N(CC(=O)N1CCN(c2cccc(Cl)c2)CC1)c1ccccc1	-0.01	i	-2.3
O=C(c1ccc(C23CC4CC(CC(C4)C2)C3)o1)N1CCOCC1	1.6	i	-2.0
CC(NC(=O)COC(=O)c1cc(Cl)nc(Cl)c1)c1ccccc1 (stereo not given)	-0.97	i	-0.4
CCc1ccccc1NC(=O)CN(C)C(=O)CN1C(=O)NC2(CCCCCC2)C1=O	0.5	i	0.7
Cc1ccc(C(=O)NCCc2nnc3ccc(SCC(=O)NCc4ccc(F)cc4)nn23)cc1	0.95	i	1.3
Cc1cc(C)cc(N(C(=O)Cc2cccs2)C(C(=O)NC2CCCC2)c2ccc(C)o2)c1 (stereo not given)	2	i	-0.5
CCOc1ccc(CNCc2cccnc2)cc1	-0.05	i	-0.4
COc1ccc([C@H]2[C@@H]3C=CCC[C@@]3(C)C(=O)N2Cc2ccccc2)cc1Cl	1.9	i	-1.0
COc1ccc(N(CC(=O)NCc2ccc(Cl)cc2)S(=O)(=O)c2ccccc2[N+](=O)[O-])c(OC)c1	-1.4	i	-0.8
CC(Sc1nc2ccccc2n1C)C(=O)NC(c1ccccc1)c1ccccc1 (stereo not given)	-0.76	-6.1*	-1.8
CCOC(=O)C1=C(N)Oc2c(oc(CO)cc2=O)C1c1ccc(F)c(F)c1 (stereo not given)	-0.62	i	-0.8
Cc1ccc(N2CC(C(=O)NCc3n[nH]c(=O)c4ccccc34)CC2=O)cc1C (stereo not given)	0.52	i	0.3
CN(Cc1nc(-c2ccc(Cl)cc2)no1)C(=O)CCN1C(=O)[C@H]2CC=CC[C@H]2C1=O	-0.27	i	0.5

Some of the entries so far, with two lines to a compound:
Below each compound: Kir21 block	KCNQ2 block	STK33 inh
- CCOC(=O)C1=C(N)Oc2c(oc(CO)cc2=O)C1c1ccc(F)c(F)c1 (stereo not given)
 : -0.62	i	-0.8
- Cc1ccc(N2CC(C(=O)NCc3n[nH]c(=O)c4ccccc34)CC2=O)cc1C (stereo not given)
 : 0.52	i	0.3

Remaining list, next part:
SMILES	Kir21 block	KCNQ2 block	STK33 inh
CC(C)(C)OC(=O)N1CSC[C@H]1C(=O)NC[C@H](CC(=O)O)c1ccc(Cl)cc1	0.55	i	-1.1
COc1cccc(OCCCN2CCCCCC2)c1	0.91	i	-1.4
COc1ccc2c(c1)cc1c(=O)n(CC(=O)NCCCN3CCOCC3)nc(C)n12	0.23	i	0.4
CCCn1nnc(NC(=O)COc2cc(C)ccc2C(C)C)n1	0.02	i	-2.0
O=C(NC1=NCCS1)c1ccccc1F	-0.8	i	0.0
Cc1c(Cl)c([N+](=O)[O-])nn1CC(=O)N1CCCc2ccccc21	-0.71	i	-2.9
O=c1ccnc(SCCc2ccc([N+](=O)[O-])cc2)[nH]1	-1.1	i	-1.5
CCOc1ccc(S(=O)(=O)N2CCCCC2)cc1NC(=O)c1c(CC)noc1C	-0.92	i	-0.1
CCCCCNCC(=O)Nc1cc(C(F)(F)F)ccc1OCCOC	1.2	i	-0.5

Random draw from the library, and some 1.9% of all compounds hit somewhere here.
